Source: PubChem (National Center for Advancing Translational Sciences (NCATS))
HTT ATP protect: qHTS Multiplex Assay to Identify Dual Action Probes in a Cell Model of Huntington: Cytoprotection (ATP); PC12 HTT-Q103 induced, cytoprotection, ATP luminescence, 40 h; actives 0.14% (n = 230,000); Potency, µM (titrated, usually from 56.4 µM), for the others: cytoprotection (ATP increase), actives largely listed as activators;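 further: % of control where 0% means no effect; nearly all actives have a fitted effect of over 45% in size; toxic huntingtin expression switched on by the ecdysone agonist tebufenozide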
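Compounds added alongside 100 nM tebufenozide, which induces toxic Q103 huntingtin exon 1-GFP in stable PC12 cells; surviving cells quantified by luminescent ATP measurement. Medium: phenol red-free DMEM, 5% equine and 5% calf serum.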
IMPase Li inh: qHTS Assay for Identifying the Cell-Membrane Permeable IMPase Inhibitors: Potentiation with Lithium; CHO-M1 cells, IP1 TR-FRET (IP-One), carbachol + lithium; Potency, µM (series often up to 59.4 µM), for inactives: at the highest dose activity, negative = IMPase inhibition, hits mostly inhibitors; actives 0.35% (n = 210,000); AID 1457, 2008;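 further: IP1 builds up when IMPase is blocked and the TR-FRET signal falls; plate controls were basal vehicle for no effect and high inhibitor control for full effect; nearly all actives have a fitted effect of over 50% in size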
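CHO cells stably expressing M1 receptor (2000/well, cultured 16–30 h) treated 30 min at 37C with compound plus low lithium. Cytosolic IP1 by TR-FRET (665/620 ratio and 620 channel) after 10 min lysis; AC50 by Hill fit.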
aGlu spleen mod: qHTS Assay for Inhibitors and Activators of Human alpha-Glucosidase From Spleen Homogenate; human spleen homogenate, 4-MU-alpha-glucoside fluorescence; Lysosomal alpha-glucosidase (Homo sapiens), P10253; Potency, µM (titrated, usually from 79.9 µM), without a hit: top-dose activity change, negative = inhibition, usual class: inhibitors; actives 0.006% (n = 240,000); AID 2112, 2009;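 further: 0% = enzyme with vehicle and -100% = no enzyme basal signal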
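Compounds were titrated against alpha-glucosidase in spleen homogenate at pH 5.0, with 1 mM 4-methylumbelliferyl substrate for 40 min at 37 C. Reactions were quenched with pH 10 NaOH/glycine and fluorescence measured.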
HttQ103 aggreg: qHTS Multiplex Assay to Identify Dual Action Probes in a Cell Model of Huntington: Aggregate Formation (GFP); PC12 HttQ103-GFP aggregates, Acumen cytometry, 40 h; Potency, µM (titrated, usually from 46.1 µM), for inactives: at the top dose activity change, negative = inhibition, actives largely listed as inhibitors; actives 1.1% (n = 220,000); further: on the % scale 0 is the no-effect control and ±100 the full control effect; nearly all actives have a fitted effect of over 60% in size
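PC12/HTTQ103-GFP, ecdysone-inducible; teb 100 nM; cpd qHTS titration; GFP aggregates read on laser cytometer, Ex 488/Em 500-530 nm.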
RGS12 GoLoco inh: qHTS Assay for Inhibitors of RGS12 GoLoco Motif Activity (Red Fluorophore); Gai1:RGS12 GoLoco peptide FP, rhodamine, 10 min; Potency, µM (top dose mostly 61.6 µM), for the others: top-dose activity, negative = inhibition, actives largely listed as inhibitors; Guanine nucleotide-binding protein G(i) subunit alpha-1 (Homo sapiens), P63096; actives 0.44% (n = 230,000); AID 880, 2007; active means well fitted inhibition curve with a large enough effect, not every such curve was filed as active; inactive means no such curve, though single readings can be large or run the other way; further: on the % scale 0 is the no-effect control and ±100 the full control effect; nearly all actives have a fitted effect of over 30% in size; many of its hits are not listed in these tables
Target sequence (P63096 whole entry, looked up): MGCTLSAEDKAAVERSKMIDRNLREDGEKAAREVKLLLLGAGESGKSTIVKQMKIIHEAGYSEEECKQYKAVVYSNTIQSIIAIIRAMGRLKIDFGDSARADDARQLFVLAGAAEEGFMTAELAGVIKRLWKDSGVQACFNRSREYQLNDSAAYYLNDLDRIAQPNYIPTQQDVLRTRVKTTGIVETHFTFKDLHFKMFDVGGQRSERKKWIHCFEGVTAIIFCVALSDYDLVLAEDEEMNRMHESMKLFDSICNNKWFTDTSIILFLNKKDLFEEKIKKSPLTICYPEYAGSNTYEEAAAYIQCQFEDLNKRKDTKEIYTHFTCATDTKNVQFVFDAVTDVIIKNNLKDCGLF
* = called active by the depositor; ? = inconclusive; · = not tested or not shown; [ ] = another dose, or the depositor's remark. Unless noted, the call rests on the fitted dose curve; in most records, active means well fitted curve in the direction sought with a large enough effect; inconclusive means small, poorly fitted or top-dose-only effect, or another doubt; inactive means no such curve, though single readings can be large; an effect the other way counts as inactive or inconclusive. Potency means the concentration at half of the fitted maximal effect. These rows are one share of the data, so the mix of outcomes need not match the whole.

SMILES	HTT ATP protect	IMPase Li inh	aGlu spleen mod	HttQ103 aggreg	RGS12 GoLoco inh
COC(=O)CC[C@@H](C)C1CC[C@H]2[C@H]3CC[C@H]4C[C@@H]5CCC4(C)[C@@]3(O5)[C@@H](Br)[C@@H](Br)[C@@]12C (stereo partly drawn)	·	2%	·	·	-2%[14.2 µM]
O[C@@H](c1cc([C@@]23C[C@H]4CC[C@@H]2C[C@H](C4)C3)nc2c(Cl)cc(Cl)cc12)C1CCCCN1 (stereo partly drawn)	·	-9%	·	·	5%[14.2 µM]
C[C@@H]1CC[C@H]2[C@H](C)C3[C@H](C[C@H]4[C@@H]5CC=C6C[C@@H](O)CC[C@@]6(C)[C@@H]5C[C@@H](O)[C@]34C)N2C1 (stereo partly drawn)	·	14%	·	·	10%[14.2 µM]
C[C@H]1[C@H](C)CC[C@]2(C(=O)O)CC[C@]3(C)C(=CC[C@H]4[C@]3(C)C[C@@H](O)C3[C@](C)(CO)[C@H](O)[C@@H](O)C[C@]34C)[C@H]12 (stereo partly drawn)	·	-1%	·	·	4%[14.2 µM]
Cc1ccc(/C=C2/C(=O)C3(C)CCC2C3(C)C)cc1 (stereo not drawn)	-13%	·	·	0%	·
CCCCC(CC)COS(=O)(=O)O (stereo not drawn)	14%	·	·	29%	·
CCCOC(=O)c1ccccc1O	15%	·	·	4%	·
O=C1C(=O)c2ncccc2-c2cccnc21	-247%[inhibitor]	·	·	4%	·
CCc1ncnc2cc(OC)c(OC)cc12	-15%	·	·	-3%	·
COc1nc(N)nc2c1ncn2[C@@H]1O[C@H](CO)[C@@H](O)[C@@H]1O	2%	·	·	2%	·

3 entries already listed, arranged by heavy-atom count, highest first:
SMILES	HTT ATP protect	IMPase Li inh	aGlu spleen mod	HttQ103 aggreg	RGS12 GoLoco inh
C[C@H]1[C@H](C)CC[C@]2(C(=O)O)CC[C@]3(C)C(=CC[C@H]4[C@]3(C)C[C@@H](O)C3[C@](C)(CO)[C@H](O)[C@@H](O)C[C@]34C)[C@H]12 (stereo partly drawn)	·	-1%	·	·	4%[14.2 µM]
COc1nc(N)nc2c1ncn2[C@@H]1O[C@H](CO)[C@@H](O)[C@@H]1O	2%	·	·	2%	·
Cc1ccc(/C=C2/C(=O)C3(C)CCC2C3(C)C)cc1 (stereo not drawn)	-13%	·	·	0%	·

(listing goes on)
SMILES	HTT ATP protect	IMPase Li inh	aGlu spleen mod	HttQ103 aggreg	RGS12 GoLoco inh
Cc1cc(=O)c(C(=O)N[C@@H](C(=O)N[C@@H]2C(=O)N3C(C(=O)O)=C(CSc4nnnn4C)CS[C@H]23)c2ccc(O)cc2)c[nH]1	4%	·	·	6%	·
COc1cc(C(=O)N2CCCCCCC2)cc(OC)c1OC	-6%	·	·	5%	·
CC(C)(C)CC(C)(C)c1cc(Cc2cc(C(C)(C)CC(C)(C)C)cc(-n3nc4ccccc4n3)c2O)c(O)c(-n2nc3ccccc3n2)c1	0%	·	·	-7%	·
CO/N=C(\C(=O)N[C@@H]1C(=O)N2C(C(=O)[O-])=C(C[n+]3cccc4c3CCC4)CS[C@H]12)c1csc(N)n1	24%	·	·	14%	·
CC(C)C(=O)OCC(=O)[C@@]12OC(C3CCCCC3)O[C@@H]1CC1C3CCC4=CC(=O)C=C[C@]4(C)C3[C@@H](O)C[C@@]12C (stereo partly drawn)	-72%[inhibitor]	·	·	-30%	·
CN1CC(=O)N2C(Cc3c([nH]c4ccccc34)[C@H]2c2ccc3c(c2)OCO3)C1=O (stereo partly drawn)	0%	·	·	7%	·
Cc1nc(Nc2ncc(C(=O)Nc3c(C)cccc3Cl)s2)cc(N2CCN(CCO)CC2)n1	-87%[inhibitor]	·	·	?	·
CC(=O)N[C@@H](CCC(=O)O)C(=O)O	2µM*	·	·	8%	·
CN1C(=O)C[C@@H](C(=O)N[C@@H](Cc2cnc[nH]2)C(=O)N2CCC[C@H]2C(N)=O)NC1=O	-7%	·	·	-4%	·
O=c1[nH]c(=O)c2ccccc2o1	-14%	·	·	0%	·
Oc1cn2c(n1)Nc1ccc(Cl)c(Cl)c1C2	-3%	·	·	3%	·
N#CCC(=O)NN	21%	·	·	-1%	·
CC1=C(C(=O)OC(C)C)C(c2cccc([N+](=O)[O-])c2)C(C(=O)OC2CN(C(c3ccccc3)c3ccccc3)C2)=C(N)N1 (stereo not drawn)	-41%	·	·	-18%	·
C[C@H]1[C@@H](OC(=O)CCC(=O)O)OC2OC3(C)CC[C@H]4[C@H](C)CC[C@@H]1[C@@]24OO3 (stereo partly drawn)	-97%[inhibitor]	·	·	3.2µM*	·
CN=C1C=CC(=C(c2ccc(N(C)C)cc2)c2ccc(N(C)C)cc2)C=C1	-99%[inhibitor]	·	·	8.9µM*	·
C/C1=C2/[N-]C(C(CC(N)=O)[C@@]2(C)CCC(=O)NCC(C)OP(=O)([O-])O[C@H]2[C@@H](O)[C@@H](n3cnc4cc(C)c(C)cc43)O[C@@H]2CO)[C@]2(C)N=C(/C(C)=C3N=C(/C=C4N=C1C(CCC(N)=O)C\4(C)C)[C@@H](CCC(N)=O)[C@]\3(C)CC(N)=O)[C@@H](CCC(N)=O)[C@]2(C)CC(N)=O.CC(=O)O.[Co] (stereo partly drawn)	3%	·	·	1%	·
CC(=O)NC1[C@H](O)C[C@@](O)(C(=O)O)O[C@H]1[C@H](O)[C@H](O)CO (stereo partly drawn)	?	·	·	2%	·
Cc1cc(C)c(NC(=O)CN(CC(=O)O)CC(=O)O)c(C)c1Br	-6%	·	·	-4%	·
CC(=O)N[C@@H]1C(O[C@H]2O[C@H](C(=O)O)C(O)[C@H](O)[C@H]2O)[C@H](O)[C@@H](CO)O[C@H]1O[C@@H]1C(C(=O)O)O[C@@H](O[C@H]2[C@H](O)[C@@H](CO)OC(O)[C@@H]2NC(C)=O)[C@H](O)[C@H]1O (stereo partly drawn)	0%	·	·	-5%	·
C#C[C@]1(O)CC[C@H]2[C@H]3[C@H](CC[C@@]21C)C1=C(CC(=O)CC1)C[C@@H]3C	-11%	·	·	8%	·

Entries listed so far containing an aryl methoxy group, in the order listed:
SMILES	HTT ATP protect	IMPase Li inh	aGlu spleen mod	HttQ103 aggreg	RGS12 GoLoco inh
CCc1ncnc2cc(OC)c(OC)cc12	-15%	·	·	-3%	·
COc1nc(N)nc2c1ncn2[C@@H]1O[C@H](CO)[C@@H](O)[C@@H]1O	2%	·	·	2%	·
COc1cc(C(=O)N2CCCCCCC2)cc(OC)c1OC	-6%	·	·	5%	·

(continued)
SMILES	HTT ATP protect	IMPase Li inh	aGlu spleen mod	HttQ103 aggreg	RGS12 GoLoco inh
Cc1ccc(S(=O)(=O)NCl)cc1	-11%	·	·	3%	·
S=C=Nc1ccc(N=C=S)cc1	-1%	·	·	1%	·
C=C[C@@]1(C)C[C@H](OC(=O)CSC(C)(C)CNC(=O)[C@@H](N)C(C)C)[C@@]2(C)C(C)CC[C@@]3(CCC(=O)[C@@H]32)[C@H](C)[C@H]1O (stereo partly drawn)	-3%	·	·	19%	·
C/C(=C(/CCOC(=O)C(C)C)SS/C(CCOC(=O)C(C)C)=C(\C)N(C=O)Cc1cnc(C)nc1N)N(C=O)Cc1cnc(C)nc1N	-2%	·	·	11%	·
CCCCCCCCCCCCCC[N+](C)(C)C	-107%[inhibitor]	·	·	16µM*	·
CCC(C)(C)c1ccc(CC(C)CN2C[C@@H](C)O[C@@H](C)C2)cc1 (stereo partly drawn)	-35%	·	·	-20%	·
FC(F)(F)COCC(F)(F)F	11%	·	·	14%	·
O=C(O)CCCC/C=C(\c1ccccc1)c1cccnc1	-15%	·	·	17%	·
Cc1cccc(C)c1NC(=O)CC12CCCN1CCC2	8%	·	·	1%	·
COc1ccc(Cc2cnc(N)nc2N)cc1OC	63%	·	·	?	·
C=CCN1CCCC1CNC(=O)c1cc(S(N)(=O)=O)cc(OC)c1OC (stereo not drawn)	?	·	·	7%	·
Cc1ccccc1N1C(=O)c2cc(N)ccc2N/C1=C\F	17%	·	·	10%	·
Nc1ccc(S(=O)(=O)Nc2ccccc2)cc1	?	·	·	16%	·
Cc1cncc(C(=O)O)[n+]1[O-]	-1%	·	·	1%	·
O=[n+]1ccn([O-])c2ccccc21	-15%	·	·	9%	·
O=C(Nc1cccc(C(F)(F)F)c1)c1cc(Br)cc(Br)c1O	-60%[inhibitor]	·	·	5µM*	·
Cc1ccc2c(Br)cc(Br)c(O)c2n1	-47%[inhibitor]	·	·	-27%	·
CCCCC(=O)O[C@]1(C(=O)CO)CCC2C3CCC4=CC(=O)CCC4(C)C3C(O)CC21C (stereo partly drawn)	-7%	·	·	5%	·
Cc1cc(C(C#N)c2ccc(Cl)cc2)c(Cl)cc1NC(=O)c1cc(I)cc(I)c1O (stereo not drawn)	-262%[inhibitor]	·	·	-43%	·
O=C(O)c1cc(N=Nc2ccc(O)c(C(=O)O)c2)ccc1O	1%	·	·	?	·
O[C@@H]1CO[C@H]2[C@@H]1OC[C@@H]2O	-8%	·	·	-18%	·
OCCCNc1ccccc1	-16%	·	·	-15%	·
C=CC[N+]1([C@H]2C[C@H]3[C@@H]4CC[C@H]5C[C@H](O)[C@@H](N6CCOCC6)C[C@]5(C)[C@H]4CC[C@]3(C)[C@H]2OC(C)=O)CCCC1	-5%	·	·	-5%	·
CO/N=C(/C(=O)N[C@@H]1C(=O)N2C(C(=O)O)=C(CSC(=O)c3ccco3)CSC12)c1csc(N)n1 (stereo partly drawn)	14%	·	·	4%	·
Cc1ccc(O)c2ncccc12	-55%[inhibitor]	·	·	?	·
Oc1ccc(C(O)CNCCCCCCNCC(O)c2ccc(O)c(O)c2)cc1O (stereo not drawn)	12%	·	·	13%	·
CO[C@H]1/C=C/O[C@@]2(C)Oc3c(C)c(O)c4c(O)c(c(/C=N\N5CCN(C6CCCC6)CC5)c(O)c4c3C2=O)NC(=O)/C(C)=C\C=C\[C@H](C)[C@H](O)[C@@H](C)[C@@H](O)[C@@H](C)[C@H](OC(C)=O)[C@@H]1C	-65%[inhibitor]	·	·	-32%	·
CCN1C(=O)[C@H]2[C@H]3[C@H](O)[C@H](O)C/C(=N/OCC(C)C)[C@H]3CC[C@@H]2C1=O	-33%[inhibitor][10 µM]	·	-5%[17.4 µM]	·	·
C[C@@]12CCC3c4ccc(OC5C=CC(c6ccccc6)OC5CO)cc4CCC3C1CCC2=O (stereo partly drawn)	?	·	-10%[17.4 µM]	·	·
COc1ccc(O[C@H]2C=C[C@@H](c3ccccc3)O[C@H]2COC(=O)CC/C(C)=N/O[C@@H]2O[C@H](COC(C)=O)[C@H](OC(C)=O)[C@H](OC(C)=O)[C@H]2OC(C)=O)cc1	-2%[10 µM]	·	3%[17.4 µM]	·	·
COC(=O)C1=C(C)N(Cc2ccccc2)[C@]23O[C@](C(=O)OC)(C(=O)N2C1c1ccccc1)C(C(=O)OC)=C3C(=O)OC (stereo partly drawn)	8%[10 µM]	·	-6%[17.4 µM]	·	·
CO/N=C\[C@@H](NS(=O)(=O)c1ccc(C)cc1)[C@H](C)/C=C\CC(=O)OC	-76%[inhibitor][10 µM]	·	-1%[17.4 µM]	·	·
CC1CCC(C(=O)O)NC1c1cccc(N2CCOCC2)c1 (stereo not drawn)	-16%[10 µM]	·	-6%[17.4 µM]	·	·
